WT yeast gro inh: growth inhibition of WT yeast, mitochondrial fusion screen | mitochondrial fusion phenotypic screen, WT strain | AID 1362 | inhibition, % at 10 µM | 190,000 tested, 2.1% active; in the data active = inhibition above about 58%; tested in S. cerevisiae
Yfh1-depleted yeast: mitochondrial function rescue without frataxin homolog – Friedreich's ataxia, plus single-dose screen, dose response (AID 1465); S. cerevisiae Yfh1-off respiration, WST-1 reduction, 72 h; higher fold induction means a stronger effect; 220,000 tested, 0.074% active; one-dose fold induction at 50 µM; EC50 in µM for titrated hits;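 active = fold induction of absorbance versus untreated yeast above a set limit, then at least 30% activation at any dose in follow-up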;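 note: activators that raise dye reduction in frataxin-depleted yeast; strong numbers were not always called active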
WT yeast gro inh mutant strain: second read-out of WT yeast gro inh, no call of its own (marks repeat the call); inhibition, %; mitochondrial fusion phenotypic screen, mutant strain inhibition
Numbers without * were called inactive; i = inactive; / = no result given. This is a subset, so the mix of outcomes need not match the whole.

SMILES	WT yeast gro inh	Yfh1-depleted yeast	others
Cc1occc1-c1nnc2sc(-c3ccc(-c4ccc(Cl)cc4)o3)nn12	20.8	/	WT yeast gro inh mutant strain=13.0
Cc1oc(-c2cccc(Cl)c2)nc1CN1CCC(C(=O)N2CCN(c3ccccn3)CC2)CC1	9.4	/	WT yeast gro inh mutant strain=5.2
CCN(CC)CCCN1C(=O)C(O)=C(C(C)=O)C1c1ccc(OC)cc1OC (centres undefined)	-2.3	/	WT yeast gro inh mutant strain=8.9
CC1CN(Cc2nc3c(c(=O)n(C)c(=O)n3C)n2Cc2ccc(Cl)cc2)CC(C)O1 (centres undefined)	16.3	/	WT yeast gro inh mutant strain=-0.6
COc1ccc(N2CCN(c3nc4c(c(=O)[nH]c(=O)n4C)n3Cc3ccccc3Cl)CC2)cc1	20.8	/	WT yeast gro inh mutant strain=9.9
CCn1c2ccccc2c2nnc(SCN3C(=O)c4ccccc4C3=O)nc21	5.7	/	WT yeast gro inh mutant strain=2.5
C=CCOc1ccc(C2c3c(oc4ccccc4c3=O)C(=O)N2c2ccccn2)cc1OCC (centres undefined)	17.1	/	WT yeast gro inh mutant strain=-1.4
Cn1c(=O)[nH]c(=O)c2c1nc(N1CCCCC1)n2CCSc1ncccn1	11.9	/	WT yeast gro inh mutant strain=10.4
CCOc1cc2c(cc1OCC)C(c1ccc(O)c(OC)c1)NCC2 (centres undefined)	15.5	/	WT yeast gro inh mutant strain=-0.8
COc1ccc(-c2ccc3oc(-c4ccc(OC)cc4)c(C#CC4(O)CCCCC4)c3c2)cc1	/	i
COC(=O)C1=C(C(=O)OC)[C@@H]2N(Cc3ccccc3)c3ccccc3[C@@]23C[C@@H](C(=O)OC)N(C(=O)NC2CCCCC2)C3=N1	/	i
O=C1C=C(N2CCOCC2)CCC1	/	i
C[C@@H](C(=O)Nc1ccc2ccccc2c1)[C@@H]1C[C@@]1(C)[C@@H](N)c1ccccc1	/	i
COc1ccc(-c2noc3c2-c2nc(-c4ccccc4C)sc2CC3)cc1	/	i
CCOC(=O)/C=C/c1ccc2c(c1)S(=O)(=O)N(Cc1ccc(OC)cc1)[C@H]2CC(=O)OCC	/	i
COC/C=C/C1=CC2=CC(=O)C(C)(OC(=O)c3cnc4ccccc4n3)C(=O)C2=CN1C1CCCC1 (centres undefined)	/	i
COC(=O)C1=C(C)N(CCc2cc(OC)c(OC)c(OC)c2)C(=O)N[C@H]1c1ccccc1	/	i
CCOC(=O)C1=C(C)N(CCCC(=O)O)C(=O)NC1c1cc2ccccc2c2ccccc12 (centres undefined)	/	i
COC(=O)c1ccc(C2=NOC(C)(c3nnc(-c4cccc(Cl)c4)o3)C2)cc1 (centres undefined)	/	i
CCCCCCNC(=O)n1cc(F)c(=O)[nH]c1=O	/	i
C[C@]12C=CC(=O)C=C1CC[C@@H]1C2=CC[C@]2(C)[C@@H](C(=O)CN3CCN(c4cc(N5CCCC5)nc(N5CCCC5)n4)CC3)CC[C@@H]12	/	i
CCCOC(=O)C1NC(=O)N2C(C(=O)OCCC)C(C)(C)S[C@H]12 (some centres undefined)	/	i
COc1ccc(C2=NOC(C)(c3nnc(Cc4ccccc4)o3)C2)cc1 (centres undefined)	/	i
COc1ccc(-c2c(-c3ccsc3)oc3ccc(N4CCOCC4)cc23)cc1	/	i
COc1ccc([C@H]2/C=C\CN(C(=O)[C@H](Cc3ccccc3)NC(=O)OCC3c4ccccc4-c4ccccc43)CC(=O)N2Cc2ccc(F)cc2)cc1	/	i
OCCCn1c(C2CCCN2c2nc(-c3ccc(Cl)cc3)cs2)nc2cc(Cl)c(N3CCCCC3)cc21 (centres undefined)	/	i
O=c1c(-c2ccc(O)cc2)coc2cc(O)ccc12	/	i
CN1C(=O)CC[C@H]1c1cccnc1	/	i
COC/C=C/C1=CC2=CC(=O)C(C)(OC(=O)c3cnc4ccccc4n3)C(=O)C2=CN1CCOC (centres undefined)	/	i
O=C1N[C@@H](Cc2cn(S(=O)(=O)c3ccc([N+](=O)[O-])cc3)c3ccccc23)C(=O)N[C@H]1Cc1ccccc1	/	i
S=C1NCCC12C(=S)Nc1ccccc12 (centres undefined)	/	i
COC(=O)C1=C[C@@H](C(=O)OC)[C@@H]2C3=C(C(=O)[C@@]2(C)NC(=O)c2ccccc2)[C@H](c2ccccc2)[C@@H]2C(=O)NC(=O)[C@@H]2[C@@H]3C1	/	i
O=C(NCc1cccc(Br)c1)c1cc(-c2ccccc2)nn1CC1CC(c2cccc([N+](=O)[O-])c2)=NO1 (centres undefined)	/	i
COc1ccc(-c2nc(-c3ccc(C(=O)O)cc3)no2)cc1	/	i
Cc1ccc(Cn2c(C(C)Nc3nc(-c4ccc(F)cc4)cs3)nc3cc(C(F)(F)F)ccc32)cc1 (centres undefined)	/	i
CC(=O)NO	/	i
COCCNC(=O)c1cc(-c2ccccc2)nn1CC1CC(c2cccc([N+](=O)[O-])c2)=NO1 (centres undefined)	/	i
C=CCN1C=C2C(=O)C(C)(OC(=O)c3ccco3)C(=O)C(C=C)=C2C=C1C1CC1 (centres undefined)	/	i
COC(C[C@H]1O[C@H]1C(=O)[C@@H](C)OCc1ccccc1)OC	/	i
O=C(NCc1ccc2c(c1)OCO2)c1ccc2c(c1)S(=O)(=O)c1ccccc1C2=O	/	i

A draw from above in order of heavy-atom count, largest number first:
SMILES	WT yeast gro inh	Yfh1-depleted yeast	others
C[C@]12C=CC(=O)C=C1CC[C@@H]1C2=CC[C@]2(C)[C@@H](C(=O)CN3CCN(c4cc(N5CCCC5)nc(N5CCCC5)n4)CC3)CC[C@@H]12	/	i
COC(=O)C1=C[C@@H](C(=O)OC)[C@@H]2C3=C(C(=O)[C@@]2(C)NC(=O)c2ccccc2)[C@H](c2ccccc2)[C@@H]2C(=O)NC(=O)[C@@H]2[C@@H]3C1	/	i
COc1ccc(-c2nc(-c3ccc(C(=O)O)cc3)no2)cc1	/	i

(listing goes on)
SMILES	WT yeast gro inh	Yfh1-depleted yeast	others
O=C(Nc1ccc(Cl)cc1)c1ccc2c(c1)S(=O)(=O)c1ccccc1C2=O	/	i
COc1ccc(-c2oc3ccc(-c4ccc5c(c4)OCO5)cc3c2-c2ccc(OC)nc2)cc1	/	i
C=C1CCN([C@@H](Cc2ccccc2)C(=O)N2CCOCC2)S(=O)(=O)c2ccccc21	/	i
COC(C[C@@H](O)C[C@@H](O)[C@@H](C)OCc1ccccc1)OC	/	i
C=CCNC(=O)c1c(CSc2ccc(Cl)cc2)noc1C(=O)NCc1ccccc1	/	i
COC(=O)C1=C[C@@H](C(=O)OC)C2C3=C(C(=O)C24CCCCC4)[C@H](C)n2c(=O)n(-c4ccccc4)c(=O)n2[C@@H]3C1 (some centres undefined)	/	i
COC(=O)C1=C(C)N(CC2CC2)C(=O)N[C@H]1c1ccccc1	/	i
CC(Nc1nc(-c2ccc(F)cc2)cs1)c1nc2cc(C(F)(F)F)ccc2n1CCOCCO (centres undefined)	/	i
COC(=O)C1N[C@@H]([C@@H](NC(=O)COc2ccccc2)C(=O)Nc2ccc(OC)cc2)SC1(C)C (some centres undefined)	/	i
O=C(OCc1ccccc1)c1ccccc1	/	i
COC(=O)[C@H]1[C@@H](C)N(Cc2ccccc2)C(=O)N[C@H]1c1cccc(C(F)(F)F)c1	/	i
O=c1[nH]snc1-c1c(Cl)cccc1Cl	/	i
Fc1ccc(-n2nnc(-c3ncc[nH]3)n2)cc1	/	i
CC(=O)Oc1ccccc1C(=O)O	/	i
CCCCCCCCN1[C@@H](CC(=O)OCC)c2ccc(C(F)(F)F)cc2S1(=O)=O	/	i
O=C(NCc1ccccc1)C1=C[C@H](C2CCCCC2)C[C@H](OCCCCO)O1	/	i
Cc1ccc(Nc2nc(NCCO)nc(N3CCCC3)n2)cc1	/	i
COC(=O)C1=C(C(=O)OC)[C@@H]2Nc3ccccc3[C@@]23C[C@@H](C(=O)OC)N(C(=O)c2cccs2)C3=N1	/	i
CCOC(=O)C1=C(C)N(CCCC(=O)O)C(=O)NC1C(CC)CC (centres undefined)	/	i
O=C(O)C1=C[C@@H](c2ccccc2)C[C@@H](OCCCCO)O1	/	i

Retrieved one by one from the list above, four records:
SMILES	WT yeast gro inh	Yfh1-depleted yeast	others
CC(=O)Oc1ccccc1C(=O)O	/	i
O=C(NCc1ccccc1)C1=C[C@H](C2CCCCC2)C[C@H](OCCCCO)O1	/	i
COC(=O)C1=C[C@@H](C(=O)OC)C2C3=C(C(=O)C24CCCCC4)[C@H](C)n2c(=O)n(-c4ccccc4)c(=O)n2[C@@H]3C1 (some centres undefined)	/	i
COC(=O)C1=C(C(=O)OC)[C@@H]2Nc3ccccc3[C@@]23C[C@@H](C(=O)OC)N(C(=O)c2cccs2)C3=N1	/	i

(next part)
SMILES	WT yeast gro inh	Yfh1-depleted yeast	others
O=C(c1ccccc1)N1CCC(=O)N(C(CO)Cc2ccccc2)CC1 (centres undefined)	/	i
Cc1cc(C)cc(SCc2noc(C(=O)NCCN(C)C)c2C(=O)NCCN(C)C)c1	/	i
C[C@@H]1CCC[C@]2(O[C@H](CCO)C[C@@H](O)[C@@H]2O)O1	/	i
O=C(NCCc1nc(-c2ccccc2)no1)c1ccco1	/	i
OCC[C@@H]1C[C@@H](O)[C@H](O)[C@@]2(CCCCO2)O1	/	i
COC(=O)[C@@]1(Cc2ccc(OC)cc2)[C@H]2c3cc(C(=O)N4CCCC4)n(C[C@H](O)CO)c3C[C@H]2CN1C(=O)c1ccccc1	/	i
CCOC(=O)[C@@H]1[C@H]2COc3ccc(Br)cc3[C@@H]2N2C(=O)N(c3cccc(F)c3)C(=O)[C@]12C	/	i
COC(C/C=C/[C@@H](O)[C@H](C)OCc1ccccc1)OC	/	i
COc1ccc(-c2ccc3oc(-c4ccsc4)cc3c2)cc1	/	i
CN1CC[C@@]2([C@@]34CCN(C)C3Nc3ccccc34)c3ccccc3NC12 (some centres undefined)	/	i
COCCNC(=O)C1CC(c2ccc(C(F)(F)F)cc2)=NO1 (centres undefined)	/	i
C=CCC12C=C(OC)C(=O)OC(OC)(C1O)[C@H](c1ccc3c(c1)OCO3)[C@H]2C (some centres undefined)	/	i
CCN(CC)c1nc(N)c(C#N)c(CC#N)c1C#N	/	i
COc1ccccc1-c1nc(-c2ccc(C(=O)O)cc2)no1	/	i
O=C(c1cc(-c2ccccc2)nn1CC1CC(c2cccnc2)=NO1)N1CCOCC1 (centres undefined)	/	i
CCCCC1=CC2=C(c3ccco3)C(=O)C(C)(OC(=O)c3ccc(OC)cc3)C(=O)C2=CN1C1CCCC1 (centres undefined)	/	i
COC(C/C=C\[C@@H](O)[C@@H](C)OCc1ccccc1)OC	/	i
O=C(NCc1ccccc1)C1=C[C@H](c2ccc(Br)cc2)C[C@H](OCCCCO)O1	/	i
CCCCCCCCCCCCN1[C@@H](CC(=O)OC)c2cc(F)ccc2S1(=O)=O	/	i
COCOc1ccc(C=O)c(OCOC)c1	/	i
COc1cc(/C=C2/N=C(c3ccccc3)OC2=O)c(F)cc1OCc1ccccc1	/	i
OCC[C@@H]1C[C@@H](O)[C@H](O)[C@@]2(CCCO2)O1	/	i
C=CCN(CC(=O)c1sc(C(=O)OCC)nc1C)c1cccc(Br)c1	/	i
COC(=O)C1=C[C@@H](C(=O)OC)[C@@H]2C3=C(C(=O)[C@]2(C)NC(=O)c2ccccc2)[C@H](C)n2c(=O)n(C)c(=O)n2[C@@H]3C1	/	i
COc1ccc(CNS(=O)(=O)c2ccc(C)cc2)cc1	/	i
O=C1C=C(c2cccc(O)c2)CCC1	/	i
COCOc1ccc(-c2cc(=O)c3c(OCOC)cc(OCOC)cc3o2)cc1	/	i
COC(=O)c1c(C)cc(O)cc1O	/	i
O=C(NCc1cccc(Br)c1)C1CC2Cn3c(nc4ccccc43)C2N1c1ccccc1 (centres undefined)	/	i
COc1ccc(-c2csc(NC(C)c3nc4cc(C(=O)NCCCO)ccc4n3Cc3ccc(C)cc3)n2)cc1 (centres undefined)	/	i
O=c1[nH]c2ccccc2cc1-c1nnn(-c2ccccc2)n1	/	i
Cc1ccccc1CN1C(=O)[C@H]2Cc3c([nH]c4ccccc34)C(C)(C)N2C1=O	/	i
C#CCOCCOCCOCCNc1nc(N2CCN(C(=O)[C@H](CCCCN)n3cc(C(N)CO)nn3)CC2)nc(N2CCN(C(=O)[C@H](CCCCN)n3cc(C(N)COC(=O)C(F)(F)F)nn3)CC2)n1 (some centres undefined)	/	i
CCN1C(=O)N[C@@H](c2cccc(C(F)(F)F)c2)[C@H](C(=O)OC)[C@H]1C	/	i
COC(=O)C[C@H]1c2cc(F)ccc2S(=O)(=O)N1c1ccccc1	/	i
O=C(NCC1CC1)C1(C(F)(F)F)CC(CCCO)CCCO1 (centres undefined)	/	i
COc1cc(C2=CCN(C(C)=O)CC2)ccc1OC(C)=O	/	i
Cc1cc2sc3ccc(C#CC4(O)CCCCC4)cc3c(=O)c2cc1C	/	i
OCCCn1c(C2CCCN2c2nc(-c3ccc(F)cc3)cs2)nc2cc(C(F)(F)F)ccc21 (centres undefined)	/	i
C[C@@H]1NC(=O)N[C@@H]1CCCCCC(=O)O	/	i
CC(C)[C@H](N)C(=O)OCCOCn1cnc2c(=O)[nH]c(N)nc21	/	i
CC(O)[C@H]1CN=C(N)N1CC1CCCCC1 (some centres undefined)	/	i
C/C=C1\COC(C(=O)NCc2ccccc2)(C(F)(F)F)C=C1C=C(C)C (centres undefined)	/	i
COc1ccc(-c2noc3c2-c2nc(-c4ccccc4Cl)sc2CC3)cc1	/	i
O=C(Nc1ccccc1)[C@@H]1CC=C[C@@H]2CCN(C3CCCCC3)C(=O)[C@@H]21	/	i
CCOC(=O)C1=C(C)N(CCC(=O)O)C(=O)NC1c1ccccc1Cl (centres undefined)	/	i
CCCCN1CC[C@H]2C=CC[C@@H](C(=O)Nc3nccs3)[C@H]2C1=O	/	i
CCC(=O)c1cn([C@@H](CCC(OC)OC)CC(=O)OC(C)(C)C)cc1CC	/	i
